# GALR2 antag – GALR2 antagonists in receptor-expressing cells, primary screen; Galanin receptor type 2 (Homo sapiens), O43603; antagonist mode; inhibition, % at 4 µM; hit rate 0.39% among 140,000; in the data active = inhibition above about 27%;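 note: cells stimulated with galanin 1-16 at roughly its EC80; 0% = agonist challenge control and 100% = basal control without agonist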
# Target sequence (O43603 whole entry, looked up): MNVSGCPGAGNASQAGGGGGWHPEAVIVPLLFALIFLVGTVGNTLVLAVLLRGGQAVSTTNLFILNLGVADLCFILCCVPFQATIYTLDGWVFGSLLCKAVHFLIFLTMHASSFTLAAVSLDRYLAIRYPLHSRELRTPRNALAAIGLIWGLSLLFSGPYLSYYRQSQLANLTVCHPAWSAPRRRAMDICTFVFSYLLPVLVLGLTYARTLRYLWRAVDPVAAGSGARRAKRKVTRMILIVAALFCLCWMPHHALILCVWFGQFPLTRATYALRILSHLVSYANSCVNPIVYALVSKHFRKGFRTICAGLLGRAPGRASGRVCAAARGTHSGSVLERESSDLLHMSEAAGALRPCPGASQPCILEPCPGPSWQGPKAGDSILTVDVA
# NPY Y2 blocker – NPY-Y2 receptor antagonists, primary screen, cell-based; Neuropeptide Y receptor type 2 (Homo sapiens), P49146; NPY-Y2 expressing cells, antagonist mode; inhibition, % at 2.7 µM; hit rate 0.99% among 140,000; AID 793, 2007; in the data active = inhibition above about 17%;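 note: 0% = vehicle with agonist challenge and 100% = reference antagonist with challenge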
# Target sequence (P49146 whole entry, looked up): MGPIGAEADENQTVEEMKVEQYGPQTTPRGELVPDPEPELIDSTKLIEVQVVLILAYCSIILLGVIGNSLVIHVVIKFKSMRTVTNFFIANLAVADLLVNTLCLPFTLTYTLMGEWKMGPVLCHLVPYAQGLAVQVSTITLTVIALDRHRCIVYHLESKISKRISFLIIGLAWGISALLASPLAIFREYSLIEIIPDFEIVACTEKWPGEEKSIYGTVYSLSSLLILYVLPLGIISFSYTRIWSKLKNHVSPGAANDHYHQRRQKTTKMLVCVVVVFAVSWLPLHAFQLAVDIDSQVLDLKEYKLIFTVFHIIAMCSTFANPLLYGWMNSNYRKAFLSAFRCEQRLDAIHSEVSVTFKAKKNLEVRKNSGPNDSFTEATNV
# E-sel TNF inh – E-selectin induction blockers in HUVEC – imaging, immunofluorescence, high content, primary screen; HUVEC TNFa-induced E-selectin immunofluorescence; inhibition, % at 2 µM; hit rate 0.71% among 120,000;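 active = inhibition above the batch mean plus 3 SD, and confirmed as a hit on visual image review, cut at about 43% in these data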;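 note: 0% = TNF-stimulated DMSO wells and 100% = unstimulated control wells; not every result past the cut was called active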
# Active calls of the source: *. Not all compounds are listed, so the mix of outcomes need not match the whole.
# Results follow in this order: NPY Y2 blocker	E-sel TNF inh	GALR2 antag
O=S(=O)(NCC1CCCO1)c1ccc(S(=O)(=O)N(Cc2ccccc2F)C2CCCCC2)cc1 (stereo not given)
  -3	9	17
CCOC(=O)C1=NN(c2ccccc2)C2=NC(C)=C(C(=O)OC)C(c3cccs3)N12 (stereo not given)
  4	-2	-6
Cc1cccc2c(=O)c(C(=O)NCc3cccs3)c[nH]c12
  4	11	13
O=c1c2ccccc2sn1-c1ccc(S(=O)(=O)N2CCCCC2)cc1
  1	-5	2
CCCCC(=O)Nc1ccc(N2CCCC2)cc1
  2	-47	-10
Cc1cc(C)c2c3c(cn2n1)c(=O)n(C)c(=O)n3C
  2	-13	12
CCCCCCC(=O)N1CCN(c2cc3c(cc2F)c(=O)c(C(=O)O)cn3CC)CC1
  2	7	0
O=C1C(=O)N(CCCn2ccnc2)C(c2cccnc2)/C1=C(/O)c1ccc(Br)cc1 (stereo not given)
  1	-21	-8
Cc1cc(C)nc(-n2nc(C)cc2NC(=O)c2ccc(Br)o2)n1
  2	-9	-4
O=C(CCn1c(=S)[nH]c2cc3c(cc2c1=O)OCO3)N1CCN(C2CCCCC2)CC1
  0	7	16

# (more compounds)
# Results follow in this order: NPY Y2 blocker	E-sel TNF inh	GALR2 antag
Cc1c(N2C(=O)/C(=C/c3cccc4ccccc34)SC2=S)c(=O)n(-c2ccccc2)n1C
  5	20	7
CCCCOCCCNC(=O)/C=C/c1ccccc1Cl
  7	-9	-5
O=S(=O)(NCC(c1cccnc1)N1CCN(c2ccc(F)cc2)CC1)c1ccccc1 (stereo not given)
  3	-20	7
Cc1cccc(CN2CCN(c3ccccn3)CC2)c1
  2	6	4
Cn1c(=O)c2c(nc(N3CCN(Cc4ccccc4)CC3)n2CC(=O)c2ccccc2)n(C)c1=O
  2	13	-5
COc1ccc2nc(SCC(=O)N3CCN(c4ccccc4F)CC3)c(C#N)cc2c1
  4	2	-13
Cc1cccc(C)c1OCC(=O)Nc1oc(-c2ccccc2)c(-c2ccccc2)c1C#N
  10	-14	12
Cc1ccc(SCC(=O)Nc2cccnc2)cc1
  1	-9	0
Cc1c(C(=O)N2CCN(c3ccccn3)CC2)sc2ncnc(N3CCN(c4ccccc4)CC3)c12
  13	-29	4
COc1cc(-c2ccc(NC(=O)CN3CCCCC3)c(OC)c2)ccc1NC(=O)CN1CCCCC1
  4	8	-8

# (more compounds)
# Results follow in this order: NPY Y2 blocker	E-sel TNF inh	GALR2 antag
Cc1cccn2c(=O)c3cc(C(=O)NCC4CCCO4)n(C)c3nc12 (stereo not given)
  0	-33	2
CC(=O)Nc1c(C(=O)N2CCN(c3ncccn3)CC2)cnn1-c1ccccc1Cl
  7	-20	-1
Cn1nc(-c2ccc(N3CCOCC3)c(NC(=O)COc3ccccc3)c2)c2ccccc2c1=O
  1	-23	-3
Cc1ccc(OCc2nnc(SCC(=O)N3CCc4ccccc43)n2C)cc1
  1	5	6
O=C(CN1CCOc2ccccc21)N1CCN(c2cccc(Cl)c2)CC1
  2	-2	-1
Cc1cc(N2CCN(c3nc(N4CCOCC4)nc4ccccc34)CC2)c2ccccc2n1
  5	10	-4
COc1ccc(-c2c3c(nc4sc(C(=O)Nc5ccccc5)c(N)c24)CCC3)cc1
  0	-13	8
CCc1ccccc1S(=O)(=O)Cc1ccc(C(=O)NC(C)C)o1
  1	27	-2
Cn1c(=O)c2c(nc(CN3CCOCC3)n2CC(=O)c2ccccc2)n(C)c1=O
  1	-16	-6
Cc1c(C(=O)N2CCN(c3ccccc3)CC2)sc2ncnc(N3CCN(c4ccccc4)CC3)c12
  5	23	4

# (cont.)
# Results follow in this order: NPY Y2 blocker	E-sel TNF inh	GALR2 antag
Cc1cc(NC(=O)CSc2nc(C3CC3)nc3sc4c(c23)CCC(C)C4)no1 (stereo not given)
  7	39	3
CCc1nnc(NC(=O)CSc2nnc(CSc3nc(C)cc(C)n3)n2CC)s1
  2	19	-1
Cc1ccc2c(c1)/C(=N/OS(=O)(=O)c1ccccc1)CCS2
  2	30	7
Cc1cc(SCC(=O)Nc2c(C)n(C)n(-c3ccccc3)c2=O)n2c(nc3ccccc32)c1C#N
  1	-5	-17
CCN(CC)CC#CC(C)(C)OC(C)=O
  -1	6	2
COc1cccc(CN2CCN(C(=O)c3cccc(F)c3)CC2)c1
  -1	-4	11
COc1ccc(-c2nnn(CC(=O)N(Cc3ccc(F)cc3)C(C(=O)NC3CCCC3)c3ccc(F)cc3)n2)cc1 (stereo not given)
  6	-5	-12
O=C1OC(N2CCN(Cc3ccccc3)CC2)c2ccccc21 (stereo not given)
  7	-14	4
O=c1c2ccccc2nc(-c2ccc(Cl)cc2)n1C1CCS(=O)(=O)C1 (stereo not given)
  2	-27	2
O=C(NCCCNC(=O)NC1CCCCC1)NC1CCCCC1
  0	-7	6

# Remaining list, next part:
# Results follow in this order: NPY Y2 blocker	E-sel TNF inh	GALR2 antag
O=C(Nc1ccc(Cl)c(C(F)(F)F)c1)NC1CC2CCCC(C1)N2C1CC1 (stereo not given)
  0	7	6
COc1ccc(C2c3c(oc4ccccc4c3=O)C(=O)N2CCCN2CCOCC2)cc1 (stereo not given)
  -1	2	-10
O=C1c2ccccc2C(=O)N1CCCN1CCN(CCCN2C(=O)c3ccccc3C2=O)CC1
  6	-4	4
Cc1ccc(C)c2[nH]c(=O)c(CCNC(=O)c3ccc(Br)o3)cc12
  0	15	9
Cc1nc(N2CCc3ccccc32)[nH]c(=O)c1CCC(C)C
  -1	-7	-8
Cc1cc(NC(=O)CCC(=O)N(CC(=O)NC2CCCC2)c2cccc(C)c2C)no1
  -1	3	6
CN(C(=O)c1ccccn1)c1nnc(-c2ccncc2)s1
  4	14	6
COc1cccc2cc(-c3cn4cccc(C)c4n3)c(=O)oc12
  -3	-38	8
O=C(N1CCOCC1)N1CCN(C(=O)N2CCOCC2)CC1
  5	-13	2
CCOc1cc(NC(=O)c2cnccn2)c(OCC)cc1NC(=O)c1ccc(C)cc1
  3	21	15

# New compounds follow.
# Results follow in this order: NPY Y2 blocker	E-sel TNF inh	GALR2 antag
CCOc1ccc(C(=O)Nc2cc(=O)n(C)c(=O)n2C)cc1
  3	38	4
O=C(C1CCC(Cn2c(=S)[nH]c3ccccc3c2=O)CC1)N1CCN(c2ccccc2)CC1 (stereo not given)
  -2	10	-4
Cc1cc(NC(=O)CSc2nc3c(c(=O)n2-c2ccc(Cl)cc2)SCC3)no1
  3	-10	-4
O=C(Cn1nc(-c2ccccc2)ccc1=O)N1CCOCC1
  -2	14	15
CCSc1nc2sc3c(c2c2nnc(SCC(=O)NCc4ccco4)n12)CCCC3
  7	-21	-6
Cn1c(=O)n(CCN2CCOCC2)c(=O)c2c1nc1n2CCN1c1ccccc1
  1	-26	7
CC(C)c1cc(Nc2cccc(O)c2)cc(C(C)C)c1O
  0	7	0
CCn1c(SCC(=O)NNC(=O)c2ccc(C)cc2)nnc1-c1ccncc1
  4	-38	8
COC(=O)c1ccccc1NC(=O)c1cc(-c2ccc(OC)c(OC)c2)on1
  0	14	10
O=C(Cc1ccccc1)N/N=C/c1ccccn1
  3	16	9

# Going on with the list.
# Results follow in this order: NPY Y2 blocker	E-sel TNF inh	GALR2 antag
COCCn1c(CN2CCN(c3ccccc3)CC2)nc2c1c(=O)n(C)c(=O)n2C
  -1	-17	1
Cc1oc2cc3c(C(=O)N4CCN(c5ccccc5)CC4)c(C)oc3cc2c1C(=O)N1CCN(c2ccccc2)CC1
  0	1	-5
COc1c(F)c(F)c(-c2csc(N)n2)c(F)c1F
  7	8	-4
O=C(OCN1C(=O)c2ccccc2C1=O)c1ccc2c(=O)n3c(nc2c1)CCC3
  0	-4	-2
CCOc1ccccc1C(=O)N(Cc1ccccc1)Cc1cc2cc3c(cc2[nH]c1=O)OCCO3
  3	-4	3
COc1cccc(C2C(C(=O)c3cc4ccccc4o3)=C(O)C(=O)N2CCN(C)C)c1OC (stereo not given)
  0	0	-13
Cc1onc(-c2ccccc2Cl)c1C(=O)Nc1cc(=O)n(C)c(=O)n1C
  0	-20	-2
O=C(c1ccco1)N1CCN(Cc2ccccc2C(F)(F)F)CC1
  4	-9	-2
Cn1c(=O)c2c(nc(OC/C=C/c3ccccc3)n2C)n(C)c1=O
  8	-2	-1
CC(C)CNS(=O)(=O)c1ccc(S(=O)(=O)NC2CCOC(C)(C)C2)cc1 (stereo not given)
  0	-19	-1

# The list continues.
# Results follow in this order: NPY Y2 blocker	E-sel TNF inh	GALR2 antag
COc1ccc(CNC(=O)CSc2nc3c(c(=O)n(C)c(=O)n3C)n2C)cc1
  4	16	2
CC(C)(C)CC(C)(C)Nc1c(-c2ccc(O)cc2)nc2cnccn12
  3	12	-3
COC(=O)c1ccccc1NC(=O)Cn1cnc2c(cnn2-c2ccc(C)c(C)c2)c1=O
  0	19	11
COc1cc(Br)cc2cc(C(=O)OC3CCN(C)CC3)c(=O)oc12
  3	7	12
COCCCN1CC23C=CC(O2)C(C(=O)OC)C3C1=O (stereo not given)
  0	-21	-3
CCCn1c(SCC(=O)Nc2cc(C)on2)nc2c1c(=O)n(C)c(=O)n2C
  2	-7	-1
CCOC(=O)/C=C1\NC2(CCCCC2)Cc2cc(OC)c(OC)cc21
  7	2	-7
CCN(CC)c1ccc(/C=C2\C(=O)N(c3ccc([N+](=O)[O-])cc3)N=C2N2CCOCC2)cc1
  -2	-23	-5
CCOC(=O)C1C2C=CC3(CN(c4ccccc4CC)C(=O)C13)O2 (stereo not given)
  -1	-28	-2
CC1CCc2c(sc3nc(C4CC4)nc(N4CCN(C(=O)c5ccco5)CC4)c23)C1 (stereo not given)
  11	9	-30

# The results go on.
# Results follow in this order: NPY Y2 blocker	E-sel TNF inh	GALR2 antag
COc1ccc(-c2cn3c(C)c(C(=O)N4CCCc5ccccc54)sc3n2)cc1
  11	11	-2
CCOC(=O)c1ccccc1NC(=O)Cn1cnc2c(cnn2-c2ccc(OC)cc2)c1=O
  2	-17	2
Cc1ccc(-c2nnc3c4ccccc4c(C)nn23)cc1NC(=O)c1ccco1
  5	-16	7
c1nc(N2CCOCC2)c2sc3nc(N4CCOCC4)c4c(c3c2n1)CCCC4
  0	17	-2
COC(=O)c1cc(OC)c(OC)cc1NC(=O)c1c(C)noc1C
  1	3	3
COc1cccc(C2C(C(=O)c3ccc(C)o3)=C(O)C(=O)N2CCCN(C)C)c1 (stereo not given)
  3	6	-8
C=CCn1cc(C(=O)OC)c(=O)c2cc(S(=O)(=O)N3CCC(C)CC3)ccc21
  1	-29	7
O=C(c1cccc2ccccc12)n1nnc2ccccc21
  1	12	-1
CCOc1ccc(-c2nnc3sc(-c4ccccc4OC)nn23)cc1
  1	2	-8
Cc1nc2nc(-c3ccccc3)nn2c(C)c1Cl
  -4	1	11

# (further entries)
# Results follow in this order: NPY Y2 blocker	E-sel TNF inh	GALR2 antag
CCCCC1CCC(C(=O)Nc2c(C)n(C)n(-c3ccccc3)c2=O)CC1 (stereo not given)
  -2	-15	-1
Cc1ccc(NC(=O)c2ccc(S(=O)(=O)N3CCCC3)cc2)cc1
  -2	-14	-1
COC(=O)c1ccc(C(=O)OC)c(NC(=O)CSc2nnc(-c3ccccc3Cl)o2)c1
  1	-24	-3
Cc1ccc(Cc2c(C)nc3c(C(=O)O)cnn3c2C)cc1
  2	-22	1
Cc1nc2ccccc2n1/N=C/c1ccc([N+](=O)[O-])o1
  2	17	14
Cc1cc(N2CCc3ccccc32)n2ncnc2n1
  1	1	-5
COCCNC(=O)CN1C(=O)CSc2cc(S(=O)(=O)N3CCCCCC3)ccc21
  1	4	-2
COc1ccc(CCn2c(-n3nc(C)cc3C)nc3c2c(=O)[nH]c(=O)n3C)cc1
  2	-9	-11
CN(C)Cc1cn(CCC(=O)O)c2ccccc12
  -2	-20	-8
c1nc(N2CCOCC2)c2[nH]cnc2n1
  0	-25	-4

# The results go on.
# Results follow in this order: NPY Y2 blocker	E-sel TNF inh	GALR2 antag
CCCc1nc2ccccc2n2cc3c(=O)n(C)c(=O)n(C)c3c12
  3	-12	-4
COc1ccc(N2C(=S)N(C(=O)c3ccccc3)C(=Nc3ccccc3)C2=Nc2ccccc2)cc1
  -1	7	15
CC(C)=CCCC(C)N(C=O)C(C)CCC=C(C)C (stereo not given)
  0	-17	-10
O=C(NCc1ccco1)C1Cc2ccccc2CN1S(=O)(=O)c1ccccc1F (stereo not given)
  3	0	2
Cc1nc(NC2=NCN(CC3CCCO3)CN2)nc2ccccc12 (stereo not given)
  3	3	2
CCn1cc(C(=O)O)c(=O)c2cnc(N3CCN(C(=O)Nc4ccccc4)CC3)nc21
  -2	16	-9
CC(=O)Nc1nc2c(F)cccc2s1
  1	-3	11
O=C(N/N=C/c1cc2c(cc1Cl)OCO2)c1ccccn1
  5	-18	6
COC(=O)c1ccccc1NC(=O)CSc1nc2c(c(=O)n(C)c(=O)n2C)n1C
  0	11	0
